Casp1 inh: qHTS Assay for Allosteric/Competitive Inhibitors of Caspase-1. P29466. Caspase-1 enzyme, Ac-WEHD-AFC fluorogenic rate. Potency, µM (top dose mostly 57.5 µM), for the others: top-dose activity change, negative = inhibition, actives largely listed as inhibitors. 75,000 tested, 0.03% active. AID 900, 2007;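 further: potency means the concentration at half of the fitted maximal effect; plate controls were vehicle for no effect and no substrate for full effect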
Target sequence (P29466 120-297 limits assumed): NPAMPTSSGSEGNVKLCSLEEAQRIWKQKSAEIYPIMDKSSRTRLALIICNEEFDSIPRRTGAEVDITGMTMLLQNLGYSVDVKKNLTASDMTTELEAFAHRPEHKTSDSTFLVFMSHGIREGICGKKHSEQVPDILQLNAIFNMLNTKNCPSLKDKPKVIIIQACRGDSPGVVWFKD
Target sequence (P29466 317-404 limits assumed): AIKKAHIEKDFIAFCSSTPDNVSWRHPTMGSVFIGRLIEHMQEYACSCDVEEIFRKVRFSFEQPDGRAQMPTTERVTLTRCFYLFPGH
A350 fluor: qHTS Assay for Spectroscopic Profiling in A350 Spectral Region; 59,000 tested, 11% active; max dye-equivalent concentration, M; Compound autofluorescence, 340/450 nm, Alexa 350 dye-equivalents; active compounds read high; in the data active means max dye-equivalent concentration above about 10 nM; inconclusive means mostly about 1.1 nM to 9.6 nM
4MU fluor: qHTS Assay for Spectroscopic Profiling in 4-MU Spectral Region. compound autofluorescence, 340/450 nm, 4-MU equivalents; active compounds read high. 59,000 tested, 11% active. AID 589, 2007. max dye-equivalent concentration, M; in the data active means max dye-equivalent concentration above about 10 nM; inconclusive means mostly about 1.1 nM to 9.6 nM
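Intrinsic fluorescence at 340/450 nm (ex/em) was read after 15 min at room temperature in pH 8.0, 100 mM Tris. Each compound concentration expressed as 4-MU-equivalent concentration from a six-point 4-MU standard series on each plate.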
HEK293 cAMP cs: qHTS Assay for Agonists of the Thyroid Stimulating Hormone Receptor: Activators of Intracellular cAMP Concentrations in Parental HEK 293. 73,000 tested, 2.5% active. Potency, µM (top dose mostly 57.1 µM), inactives show at the highest dose activation, hits mostly activators. parental HEK293 CNG cAMP sensor, membrane potential fluorescence. AID 938, 2007; further: potency means the concentration at half of the fitted maximal effect; % of control where 0% means no effect; nearly all actives have a fitted effect of over 55% in size
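Parental HEK 293 cells stably expressing a modified CNG channel (no TSHR) report cAMP rise as membrane depolarization. Membrane potential dye with 100 uM RO 20-1724 was loaded for 60 min at room temperature, then compound added for 30 min; fluorescence read at 590 nm.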
Fluorescein autfl: qHTS Assay for Spectroscopic Profiling in Fluorescein Spectral Region | 59,000 tested, 0.91% active | Compound autofluorescence, 480/540 nm, fluorescein-equivalent; active compounds read high | AID 593, 2007 | max fluorescein-equivalent concentration, M; in the data active means max fluorescein-equivalent concentration above about 10 nM; inconclusive means between about 1.1 nM and that limit
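Normalized response (dye-equivalent concentration) derives from comparing each well's 540 nm emission, under 480 nm excitation, with plate-resident fluorescein standards. Compounds were held in 100 mM Tris, pH 8.0, for 15 min at room temperature.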
UbGFP stabilizer: Ubiquitin-GFP Assay | Potency, µM (doses to about 45.9 µM), for the others: at the top dose activation (GFP accumulation), usual class: activators | AID 526, 2006 | Ubiquitin-GFP reporter cells, proteasome inhibition, GFP fluorescence; response scale: untreated = 0%, 10 µM MG-132 = 100% | 67,000 tested, under 10 active; active means well fitted activation curve with a large enough effect, not every such curve was filed as active; inconclusive means small, poorly fitted or top-dose-only effect, or another doubt; inactive means no such curve, though single readings can be large or run the other way; further: potency means the concentration at half of the fitted maximal effect
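Reporter cells (U2OS, ubiquitin-G76V-GFP fusion) are plated overnight, then treated 4 hr at 37 °C with compound titrations from 46 uM down to 2.9 nM. Activity is scaled against untreated cells and 10 uM MG-132.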
BRCT inh green: qHTS Assay for Inhibitors of BRCT-Phosphoprotein Interaction (Green Fluorophore); Breast cancer type 1 susceptibility protein (Homo sapiens), P38398; BRCA1 BRCT-phosphopeptide binding, green fluorescence polarization; Potency, µM (titrated, usually from 76.9 µM), for inactives: at the top dose activity change, negative = inhibition, most hits filed as inhibitors; 75,000 tested, 0.05% active; AID 875, 2007;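 further: potency means the concentration at half of the fitted maximal effect; plate controls were peptide without protein for full effect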
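Compounds were incubated for 12 min at room temperature with a complex of 100 nM fluorescein-tagged pBACH1 decapeptide and 250 nM His-tagged BRCT protein. Buffer was phosphate pH 7.3 with EDTA, DTT and Tween 20. Disruption of binding lowers the polarization signal.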
BRCT PPI red: qHTS Assay for Inhibitors of BRCT-Phosphoprotein Interaction (Red Fluorophore) | BRCT-phosphopeptide binding, red fluorescence polarization | Potency, µM (doses to about 76.9 µM), inactives show at the top dose activity change, negative = inhibition, most hits filed as inhibitors | 75,000 tested, 0.03% active | AID 892, 2007; further: on the % scale 0 is the no-effect control and ±100 the full control effect
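Fluorescence polarization: 100 nM His-tagged BRCA1 BRCT with 100 nM TAMRA-labelled phospho-BACH1 decapeptide, phosphate buffer pH 7.3 with 150 mM NaCl, DTT, 0.01% Tween 20; 12 min RT. Binding inhibition seen as FP decrease.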
GFP derepression: qHTS Assay for Epigenetic Modulators; 68,000 tested, 0.09% active; Potency, µM (series often up to 46.1 µM), without a hit: top-dose GFP derepression (activation); mouse C127i GFP locus derepression, cytometry, 30 h; AID 597, 2007; further: % of control where 0% means no effect
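Derepression screen: silenced CMV-GFP reporter in murine C127i cells, 30 h compound incubation at 37 C, washed cells imaged by laser-scanning cytometer to enumerate GFP-expressing objects of 20 to 120 um.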
USP2a inh: qHTS Assay for Inhibitors of Ubiquitin-specific Protease USP2a | Ubiquitin carboxyl-terminal hydrolase 2 (Homo sapiens), O75604 | USP2a enzymatic assay, qHTS inhibition | Potency, µM (titrated, usually from 38.3 µM), for inactives: at the highest dose activity change, negative = inhibition, hits mostly inhibitors | 60,000 tested, 0.1% active | AID 927, 2007;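 further: potency means the concentration at half of the fitted maximal effect; nearly all actives have a fitted effect of over 60% in size; plate controls were DMSO for no effect and NEM full inhibition control for full effect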
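Inhibition is measured in a cell-free coupled assay with 20 nM USP2 core, 20 nM Ub-PLA2 and 20 uM NBD C6-HPC, 2.5 h incubation. Activity normalized to NEM control.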
Casp7 inh: qHTS Assay for Allosteric/Competitive Inhibitors of Caspase-7. P55210. recombinant caspase-7, Ac-DEVD-AFC fluorescence rate. Potency, µM (top dose mostly 57.5 µM), without a hit: at the top dose activity change, negative = inhibition, most hits filed as inhibitors. 75,000 tested, 0.02% active. AID 889, 2007; active means well fitted inhibition curve with a large enough effect in the main read-out, with a control signal flat, not every such curve was filed as active; inconclusive means small, poorly fitted or top-dose-only effect, or a change in a side signal; further: potency means the concentration at half of the fitted maximal effect; % of control where 0% means no effect
Target sequence (P55210 24-198 limits assumed): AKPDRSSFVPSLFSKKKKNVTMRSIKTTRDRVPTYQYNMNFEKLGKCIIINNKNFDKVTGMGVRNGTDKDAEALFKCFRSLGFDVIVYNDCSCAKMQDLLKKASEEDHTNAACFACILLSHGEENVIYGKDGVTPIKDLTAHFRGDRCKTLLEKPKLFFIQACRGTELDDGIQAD
Target sequence (P55210 207-303 limits assumed): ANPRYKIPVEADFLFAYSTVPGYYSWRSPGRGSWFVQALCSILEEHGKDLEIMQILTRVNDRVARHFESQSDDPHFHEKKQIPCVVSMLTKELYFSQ
The depositor's hits bear a star; i = inactive; ? = inconclusive; · = no result given; [ ] = remark or other dose. Unless noted, the call rests on the fitted dose curve; in most records, active means well fitted curve in the direction sought with a large enough effect; inconclusive means small, poorly fitted or top-dose-only effect, or another doubt; inactive means no such curve, though single readings can be large; an effect the other way counts as inactive or inconclusive. Some of the compounds tested; rates above refer to the full screens.

smiles,HEK293 cAMP cs,Fluorescein autfl,A350 fluor,USP2a inh,Casp1 inh,BRCT inh green,Casp7 inh,GFP derepression,UbGFP stabilizer,BRCT PPI red,4MU fluor
Cc1ccccc1-n1c(=O)cc(NCC2CCCO2)[nH]c1=O (stereo not drawn),?,i,i,-4.4%,1.8%,0.3%,1.4%,-11.2%,-7.7%,0.0%,i
CCCCOC(=O)Cn1c(=O)c2c(nc(Br)n2Cc2ccccc2)n(C)c1=O,?,i,i,-1.4%,-4.1%,1.8%,-0.5%,3.7%,3.9%,-0.1%,i
O=C(c1cc(Cl)ccc1Cl)N1CCN(c2ccccn2)CC1,10.4%,?,i,-5.1%,-5.1%,1.0%,0.1%,-3.2%,-3.4%,0.1%,i
IC(I)I,5.3%,·,·,·,-1.2%,-0.6%,-0.6%,·,·,1.9%,·
[N-]=[N+]=CC(=O)CNC(=O)[C@@H](Cc1ccccc1)N1C(=O)c2ccccc2C1=O,-4.4%,i,2.2e-08M*,11.4%,-0.9%,-1.5%,-1.0%,4.2%,·,-0.7%,1.61e-08M*
CCOC(=O)C1=C(O)CSC1=Nc1ccc(Cl)cc1,11.1%,·,·,8.8%,1.1%,1.0%,-0.8%,3.4%,6.0%,-0.3%,·
Cc1nc2ccc(NC(=O)c3c(-c4ccccc4)noc3C)cc2s1,5.5%,i,i,12.5%,-0.1%,0.1%,0.3%,2.3%,-12.9%,0.0%,i
CCCC(=O)C1=C(O)C(C(=O)OC)C(C)(C)CC1=NC (stereo not drawn),6.7%,·,·,12.2%,-1.5%,-0.7%,0.2%,-1.8%,-4.3%,0.4%,·
O=C(O)c1ccc2cc(-c3ccc(O)c(C45CC6CC(CC(C6)C4)C5)c3)ccc2c1,6.6%,·,·,·,-3.3%,0.5%,-10.2%,·,·,-3.2%,·
Cc1ccc(-c2cc(C(F)(F)F)n3ncc(C(=O)NCc4ccco4)c3n2)cc1,10.6%[11.4 µM],·,·,3.9%[7.66 µM],0.2%,-1.6%,-3.1%,-1.5%,-4.5%[9.17 µM],-0.8%,·
CN1CCc2ccccc2[C@@H]1Cc1ccccc1NC(=O)c1sc2ccccc2c1Cl,12.2%[11.4 µM],?,i,·,0.8%[11.5 µM],-2.8%[15.4 µM],-1.8%[11.5 µM],4.4%[9.22 µM],-1.4%[9.17 µM],-1.6%[15.4 µM],i
O=C(Nc1ccccc1)N1CCSCC1,3.0%,i,i,4.4%,-0.7%,-0.7%,0.3%,-1.5%,-2.4%,0.6%,i
CC(CCC(=O)O)C1CCC2C3CC(O)[C@@H]4CC(O)CC[C@]4(C)C3CC[C@@]12C (stereo partly drawn),·,·,·,-5.6%,-1.5%,-4.4%,1.0%,·,·,0.5%,·
CC(C)CCn1cnc2c(cnn2-c2ccc(F)cc2)c1=O,?,i,i,2.9%,0.0%,-1.7%,-1.0%,1.2%,-1.8%,-1.3%,i
CC(C)Oc1ccc(C2/C(=C(/O)c3ccc(F)cc3)C(=O)C(=O)N2CCCN(C)C)cc1 (stereo not drawn),-6.0%,i,i,-1.2%,0.1%,-0.4%,1.0%,-2.0%,-7.1%,0.2%,i
Clc1ccc(-c2nnc(-c3ccco3)o2)cc1,19.6%,i,i,16.0%,1.5%,-2.2%,-0.2%,0.0%,2.6%,-1.3%,i
CCOC(=O)c1nc(C)[nH]c1C(=O)OCC,-7.7%,?,i,-4.0%,-0.2%,0.5%,0.0%,0.0%,1.7%,-0.3%,i
CC1=C(C(=O)NC(C)c2ccc3c(c2)OCCO3)C2(CCC(C)CC2)OC1=O (stereo not drawn),?,·,·,·,1.9%,0.9%,-6.2%,8.4%,-2.9%,0.7%,·
Cc1cc(OCc2nc(-c3cccnc3)no2)c(C)cc1Br,5.4%,i,i,3.0%,0.2%,-3.2%,1.8%,-2.7%,-6.8%,-1.4%,i
CCOC(=O)c1ccc(N2CN=C3SCC(=O)N3C2)cc1,10.5%[11.4 µM],·,·,1.9%[7.66 µM],-0.5%,1.3%,1.0%,0.0%,-13.6%[9.17 µM],-1.0%,·
COc1ccccc1NC(=O)CN(Cc1ccco1)C(=O)c1cccs1,?,i,i,3.6%,-3.0%,-0.2%,-1.2%,-1.1%,1.2%,1.2%,i
COc1ccc(CNC(=O)CN(C(=O)c2ccc(CN3CCOCC3)o2)C2CCCC2)cc1,1.5%,i,i,16.2%,-0.4%,1.3%,2.0%,1.9%,-1.9%,0.4%,i
Cn1c(=O)c2c(-c3ccccc3)n(-c3ccccc3O)cc2n(C)c1=O,-1.0%,i,i,-9.2%,1.0%,-2.6%,-1.4%,2.4%,-4.2%,0.2%,i
COc1ccc(OC)c(S(=O)(=O)N2Cc3ccccc3CC2C(=O)Nc2nccs2)c1 (stereo not drawn),0.5%,i,i,31.3%[activator],-2.7%,0.1%,-1.6%,-1.7%,3.1%,-0.2%,i
CCOc1ccccc1NC(=O)CC1Nc2ccccc2NC1=O (stereo not drawn),-19.0%,?,2.67e-08M*,5.5%,-6.2%,-0.7%,0.0%,-2.3%,2.9%,-0.6%,2.09e-08M*
CC(=O)C1=C(O)C(=O)N(c2nnn(C)n2)C1c1cccs1 (stereo not drawn),?,·,·,·,-1.2%,-0.7%,0.2%,·,-6.0%,1.7%,·
CCCc1nnc(NC(=O)c2cccc(OC)c2)s1,3.9%,i,?,-1.5%,-1.1%,-3.3%,-2.0%,4.3%,-6.1%,-1.5%,i
O=C(O)CCC(=O)c1c[nH]c2ccccc12,8.7%,i,i,-4.7%,-0.3%,0.4%,-1.4%,5.3%,4.1%,0.2%,i
O=C(COc1ccc(Cl)cc1Cl)N1CCCCCC1,3.98µM*,·,·,3.1%[7.66 µM],-4.6%,-0.9%,-1.4%,0.0%,-2.9%[9.17 µM],0.2%,·
O=C(CN1CCN(C2CCCCC2)CC1)Nc1ccccc1N1CCCCC1,?,?,?,18.7%,3.5%,0.2%,-0.9%,1.3%,-0.8%,-0.7%,i

The list goes on:
smiles,HEK293 cAMP cs,Fluorescein autfl,A350 fluor,USP2a inh,Casp1 inh,BRCT inh green,Casp7 inh,GFP derepression,UbGFP stabilizer,BRCT PPI red,4MU fluor
CCOc1ccccc1N(CC(=O)OC)S(=O)(=O)c1ccccc1,?,·,·,2.9%,0.4%,0.6%,1.0%,2.5%,0.2%,2.6%,·
c1cc(-c2noc(CC3CCCCC3)n2)ccn1,?,?,?,0.5%,-2.3%,-0.5%,-1.6%,0.0%,1.7%,0.3%,i
CCCCCOC(=O)Cc1c(O)c2ccccc2[nH]c1=O,4.1%,i,i,0.3%,-3.1%,-3.9%,2.4%,-0.7%,0.2%,-0.4%,i
FC(F)(F)c1cc(-c2ccco2)nc(-n2nnc3ccccc32)n1,25.1µM*,i,1.28e-07M*,-11.3%,2.3%,5.8%,-2.4%,1.2%,-7.1%,-0.8%,1.2e-07M*
CCN(CC)CCCNC(=O)c1ccc(-n2c(=O)c(=O)[nH]c3ccccc32)cc1,?,·,·,·,0.0%,-1.6%,-1.5%,·,·,-0.3%,·
Nc1[nH]nc2nc3ccccc3nc12,-9.0%,·,·,·,-1.6%,-0.9%,0.1%,-1.4%,-1.1%,0.0%,·
CC1(O)N(Cc2ccccc2)C(=O)OC12CCCCC2 (stereo not drawn),23.5%,·,·,1.6%,1.2%,2.5%,0.6%,2.2%,4.2%,-1.0%,·
CCOc1ccccc1NC(=O)CN(c1ccc(C)cc1)S(=O)(=O)c1c(C)noc1C,?,i,i,-4.8%,-5.8%,-0.2%,-4.2%,8.6%,0.1%,-4.5%,i
CCC[C@H](Sc1nc(N)nc2nc[nH]c12)C(=O)O,23.7%[11.4 µM],i,i,·,1.3%[11.5 µM],-1.6%[15.4 µM],1.2%[11.5 µM],2.3%[9.22 µM],-2.9%[9.17 µM],1.1%[15.4 µM],i
Cc1ccc(N(CC(O)COCc2ccco2)S(=O)(=O)c2ccc(C)cc2)cc1 (stereo not drawn),16.2%,i,i,·,-1.7%,3.5%,0.1%,1.0%,6.5%,-0.3%,i
CCCCN1C(=O)c2ccccc2C1C(=O)NC1CCCC1 (stereo not drawn),28.0%,i,i,8.7%,-0.9%,-3.3%,-0.5%,5.3%,-2.6%,-1.2%,i
CCCCN1CC(COc2ccccc2)OC1=O (stereo not drawn),23.8%,i,i,10.8%,1.6%,-1.4%,-0.9%,5.7%,-5.4%,-0.2%,i

Source: PubChem BioAssay (National Center for Advancing Translational Sciences (NCATS))
